CXXC DNA block: inhibitors of human MLL CXXC domain-DNA interaction; Q03164; MLL-CXXC / FITC-HOXA9 DNA fluorescence polarization; Potency, µM (titrated, usually from 115 µM), for inactives: top-dose activity change, negative = inhibition, hits mostly inhibitors; 290,000 compounds, 0.037% hits; active = well fitted inhibition curve with a large enough effect in the polarisation, with a control signal flat, not every such curve was filed as active; inconclusive = small, poorly fitted or top-dose-only effect, or effect the other way, or a change in a side signal; inactive = no such curve, though single readings can be large or run the other way; the % refers to the polarisation; also: potency is read from the fitted curve at half-maximal effect
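Steps: dispense CXXC domain solution (7 uM) → pin compounds or unlabeled HOX-A9 DNA control → 5 min ambient → add FLSN-HOX-A9 solution (50 nM) → spin → 30 min ambient → fluorescence polarization. Tris pH 7.5/NaCl/DTT/BSA buffer.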
Giardia killer: kills Giardia lamblia; Giardia lamblia trophozoite viability; activity change, % at 7.66 µM, hits read low; 340,000 compounds, 0.15% hits; AID 540267; in the data active = activity change below about -80%; inconclusive = between about -30% and that limit;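 also: parasites exposed to compound for two days anaerobically before the ATP read; % is scaled to controls: 0 for no effect and ±100 for the full control effect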
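Giardia trophozoites, 100 cells per well, were exposed to compounds for 48 hrs at 37 deg C under anaerobic conditions; viability was then read as ATP content by bioluminescence after 15-30 min at room temperature.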
FBPA coupling cs: counter-screen for Giardia aldolase inhibitors: coupling enzyme system. coupling enzyme system counterscreen, AmpLite Red fluorescence. activity change, negative = inhibition, % at 58.2 µM, hits read low. 290,000 compounds, 0.67% hits; in the data active = activity change below about -30%; also: % is scaled to controls: 0 for no effect and ±100 for the full control effect
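Compounds tested against the coupling enzymes alone at 57.5 uM final; readout was AmpLite Red fluorescence (525/598 nm) after 20 min at RT.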
Chronic BCR inh: blocks chronic active B-cell receptor signaling. ABC-DLBCL IkBa-CBG/CBR reporter, luminescence ratio, 4 h. Potency, µM (doses to about 46.1 µM), inactives show top-dose ratio change, negative = lower green/red ratio, actives largely listed as inhibitors. 340,000 compounds, 0.05% hits. AID 493014; active = well fitted inhibition curve with a large enough effect in the signal ratio, with a control signal flat, not every such curve was filed as active; inconclusive = small, poorly fitted or top-dose-only effect, or effect the other way, or a change in a side signal; the % refers to the signal ratio;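 also: potency is read from the fitted curve at half-maximal effect; plate controls were basal doxycycline-induced cells for no effect and cells given 10 µM MG132 for full effect; MG132 reads +100%, hits lower the ratio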
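Concentration-response series (up to 46 uM) were applied to TMD8 dual-reporter cells for 4 h at 37C with doxycycline. Green/red ratio, after filter-overlap correction, defined %Activity; red signal alone was normalised to basal cells and zero luminescence.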
TSHR antag: human thyrotropin receptor antagonism; activity change, negative = inhibition, % at 11.5 µM; TSHR-expressing cells, TSH-stimulated cAMP HTRF, 2 h; active compounds read low; P16473; 330,000 compounds, 0.2% hits;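 active = activity change below a set negative limit, meaning inhibition stronger than a set level, cut at about -70% in these data; inconclusive = activity change between two set negative limits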; also: % is scaled to controls: 0 for no effect and ±100 for the full control effect
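Competitive HTRF cAMP read-out (cryptate anti-cAMP antibody, cAMP-d2; 30 min, room temperature) in freshly harvested TSHR cells. Compounds added before TSH at EC80 (4nM final), followed by 2 hours' incubation at 37 deg C.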
TCR act: activators of T cell receptors | 330,000 tested, under 10 active | primary human leukocytes, anti-CD3, IL-2 HTRF, 48 h | Potency, µM (doses to about 9.22 µM), for the others: at the highest dose activation of IL-2 secretion, most hits filed as activators | AID 504894; also: % of control where 0% means no effect
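Activity was scored as IL-2 release from primary human leukocytes given only a TCR signal (a-CD3 beads) plus compound for 48 hr. Detection used a two-antibody HTRF format read at 665nm.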
GALK inh: galactokinase (human) inhibition. Purified GALK, Kinase-Glo residual ATP luminescence. Potency, µM (titrated, usually from 57.5 µM), inactives show top-dose activity change, negative = inhibition, most hits filed as inhibitors. 270,000 compounds, 0.007% hits. AID 1868; also: potency is read from the fitted curve at half-maximal effect; % is scaled to controls: 0 for no effect and ±100 for the full control effect
Target sequence (P51570 whole entry, looked up): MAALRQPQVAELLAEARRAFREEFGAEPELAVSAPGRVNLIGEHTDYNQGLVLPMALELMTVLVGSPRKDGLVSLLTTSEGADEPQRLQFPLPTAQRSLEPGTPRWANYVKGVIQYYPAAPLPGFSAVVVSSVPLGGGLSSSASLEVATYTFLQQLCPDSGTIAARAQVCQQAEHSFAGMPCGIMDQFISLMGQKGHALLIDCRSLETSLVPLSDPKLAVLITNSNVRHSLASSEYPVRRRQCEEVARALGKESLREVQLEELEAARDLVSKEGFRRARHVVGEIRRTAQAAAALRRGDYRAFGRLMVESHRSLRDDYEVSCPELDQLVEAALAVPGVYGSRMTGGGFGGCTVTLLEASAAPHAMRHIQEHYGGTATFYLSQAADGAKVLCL
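Luminescence from leftover ATP (Ultra-Glo luciferase/luciferin) served as read-out after a 1 h room-temperature reaction of 5 nM GALK with 35 uM ATP and 100 uM galactose.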
KCNH2 WT inh: blocks the wildtype human KCNH2 potassium channel; Q12809; U2OS, BacMam KCNH2, thallium flux FluxOr; active compounds read low; activity change, % at 1.84 µM; 340,000 compounds, 0.37% hits; AID 720551;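 active = maximum activity change below -70%; inconclusive = maximum activity change between -70% and -50%; inactive = maximum activity change above -50%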; also: % is scaled to controls: 0 for no effect and ±100 for the full control effect
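U2OS cells were transduced with wild-type KCNH2 virus (2.03 x 10^8 / mL) for 4 h at room temperature, then cultured overnight at 37 C. Thallium flux was read with FluxOr dye. Rate constants were normalized to DMSO controls.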
AT treatment: candidate therapy for ataxia-telangiectasia; […] A-T fibroblasts, KAP-1 phosphorylation AlphaLISA; neocarzinostatin DNA damage 30 min before lysis; Potency, µM (top dose mostly 57.5 µM), for inactives: top-dose activation, usual class: activators; 320,000 compounds, 0.19% hits; also: potency is read from the fitted curve at half-maximal effect; % of control where 0% means no effect; nearly all actives have a fitted effect of over 45% in size
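ATM-like activity read as KAP-1 phosphorylation via AlphaLISA donor/acceptor antibody pairs after lysis and 6 hr at 25C. Cells were ATM-null patient fibroblasts ([…], hTERT), dosed 60 min, then exposed to the DSB inducer NCS for 30 min.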
Tb PFK inh: T. brucei PFK enzyme inhibition; O15648; T. brucei PFK, ADP-Glo luminescence; Potency, µM (titrated, usually from 57.5 µM), for inactives: at the top dose activity, negative = inhibition, usual class: inhibitors; 330,000 compounds, 0.17% hits;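 also: potency is read from the fitted curve at half-maximal effect; 0% = uninhibited 1x PFK enzyme wells and -100% = no-enzyme wells; nearly all actives have a fitted effect of over 60% in size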
Target sequence (O15648 whole entry, looked up): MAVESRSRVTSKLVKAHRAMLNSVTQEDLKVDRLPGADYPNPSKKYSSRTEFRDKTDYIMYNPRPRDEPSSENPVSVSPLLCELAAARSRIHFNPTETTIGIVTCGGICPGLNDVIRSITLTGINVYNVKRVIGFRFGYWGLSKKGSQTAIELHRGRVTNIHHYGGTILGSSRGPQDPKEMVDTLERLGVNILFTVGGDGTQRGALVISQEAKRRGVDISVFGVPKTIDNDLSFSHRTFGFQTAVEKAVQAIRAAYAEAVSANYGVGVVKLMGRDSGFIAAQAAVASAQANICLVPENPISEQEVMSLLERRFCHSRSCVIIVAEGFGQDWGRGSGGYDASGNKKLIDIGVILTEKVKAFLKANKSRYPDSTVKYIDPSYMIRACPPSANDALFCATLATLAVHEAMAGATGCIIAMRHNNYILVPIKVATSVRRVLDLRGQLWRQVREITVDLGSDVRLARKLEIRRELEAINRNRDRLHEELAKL
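Activity is normalized to no-enzyme wells (full inhibition) and 1.25 nM enzyme wells (no inhibition). Reaction: 0.5 mM F6P, 0.1 mM ATP, 45 min RT, ADP-Glo luminescence; concentration-response curves fitted and classed by quality.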
* hit, by the source's call; ? = inconclusive; nt = no result given; [ ] = dose if it differs, or a comment. Unless noted, calls follow the shape of the dose curve; as a rule, active = well fitted curve in the direction sought with a large enough effect; inconclusive = small, poorly fitted or top-dose-only effect, or another doubt; inactive = no such curve, though single readings can be large; an effect the other way counts as inactive or inconclusive.

SMILES	CXXC DNA block	Giardia killer	FBPA coupling cs	Chronic BCR inh	TSHR antag	TCR act	GALK inh	KCNH2 WT inh	AT treatment	Tb PFK inh
COc1cccc(-c2nn(Cc3ccccc3)cc2C(=O)O)c1	44%[activator]	6	-8	?	12	7%	-4%	-14	-21%	-1%
O=C(Oc1ccc(-c2nnco2)cc1)N1CCCCC1	11%	17	1	?	-6	-7%	0%	13	-8%	-4%
CCC1(C)CN(S(=O)(=O)OCC(Cl)(Cl)Cl)C(=O)N1 (configuration not stated)	-2%	11	-2	0%	-4	5%	nt	nt	-1%	-1%
CCC(=NCCc1ccccc1)c1c(O)n(C)c(=O)n(C)c1=O	14%	-4	4	13%	-4	-2%	0%	-3	-9%	1%
COc1cc(C2c3cc4c(cc3CC3COC(=O)C32)OCO4)cc(OC)c1OC (configuration not stated)	nt	26	nt	?	14	1%	nt	0	-33%	2%
Cc1nc2ccc(N3CCN(C)CC3)cc2nc1C	-2%	-14	-4	2%	9	-2%	1%	10	-1%	-4%
Cc1nc2ccc(OC(=O)c3ccccc3)cc2s1	84%[activator]	-15	1	8%	4	nt	0%	1	-7%	?
Cc1cccc(N2C(=O)NC(=O)/C(=C\c3ccc(N4CCOCC4)cc3)C2=O)c1	7%	10	4	5%	-1	1%	-2%	-4	-6%	-2%
CCCC1COC(Cn2cncn2)(c2ccc(Cl)cc2Cl)O1 (configuration not stated)	4%	-7	-7	6%	-47	nt	-5%	-1	-3%	-3%
Cc1ccc(S(=O)(=O)Cc2ccc(C(=O)N3CCC4(CC3)OCCO4)o2)cc1	5%	17	0	5%	-5	0%	3%	-5	-6%	0%
OC12ONC(c3ccccn3)C1N1CCC2CC1 (configuration not stated)	0%	2	0	?	20	-2%[46.1 µM]	1%	6	12%	-9%
CCN1C(=O)C(=Cc2ccc(N3CCOCC3)o2)C(=O)N(CC)C1=S	?	17	2	0%	2	10%	6%	-3	-10%	-6%
CN1C2c3ccccc3C3C4c5ccccc5C(C31)C(C2[N+](=O)[O-])N4C (configuration not stated)	34%[activator]	27	1	5%	-10	9%	-4%	-11	-2%	4%
COc1ccc(C(=O)OC2CC[C@@]3(C)C4CCC5[C@]6(O)CC(O)[C@@]7(O)C(CN8CC(C)CCC8[C@@]7(C)O)[C@]6(O)C[C@@]53O[C@]24O)cc1OC (some centres not stated)	0%	20	3	?	-20	-10%	-1%	-4	2%	4%
c1cc(CNCCc2ccc3c(c2)OCO3)ccn1	-8%	16	2	0%	-1	nt	7%	-2	-4%	0%
C=CCn1c(O)c(C(C)=NCCN2CCN(C(=S)NC)CC2)c(=O)[nH]c1=O	-1%	-8	-2	0%	0	-1%	1%	-99*	5%	-2%
CCC(C)NC(=O)c1c(N)n(CC2CCCO2)c2nc3ccccc3nc12 (configuration not stated)	?	-8	-40*	?	-4	2%	0%	2	20%	-1%
N#CC(C#N)=C(C#N)c1ccc(Nc2ccccc2)cc1	-9%	-9	-25	?	-8	5%	-3%	-7	17%	0%
CN(C)c1ccc(/C=C/[N+](=O)[O-])cc1	3%	-18	0	-1%	12	0%[46.1 µM]	3%	-12	-6%	-5%
C1=C(c2c[nH]c3ccccc23)CCNC1	28%	nt	1	-1%	2	nt	3%	nt	2%	-1%
COc1ccc(-c2nn(CCC#N)cc2C(=O)Nc2ccccc2)cc1OC	0%	-12	0	-12%	-9	-10%	-2%	0	-8%	4%
C[C@@H]1CC[C@@]2(NC1)O[C@H]1C[C@H]3[C@@H]4CC=C5C[C@@H](O)CC[C@]5(C)[C@H]4CC[C@]3(C)[C@H]1[C@@H]2C	14%	4	2	9%	-31	1%	0%	-1	10%	5%
CCOC(C(=O)OCC(O)CN(CC)CC)(c1ccccc1)c1ccccc1 (configuration not stated)	1%	14	1	?	-6	-6%	0%	19	1%	1%
O=C1NC(=O)C(=Cc2cn(CCOc3ccc4c(c3)OCO4)c3ccccc23)C(=O)N1	35µM*	-2	-1	-12%	-19	-2%	-6%	-2	nt	-3%
Nc1c(C(=O)NCCCc2ccccc2)c2nc3ccccc3nc2n1Cc1cccs1	10%	-2	-51*	-4%	14	-16%	-1%	-10	?	-5%

An excerpt from above in order of count of non-hydrogen atoms, rising:
SMILES	CXXC DNA block	Giardia killer	FBPA coupling cs	Chronic BCR inh	TSHR antag	TCR act	GALK inh	KCNH2 WT inh	AT treatment	Tb PFK inh
CN(C)c1ccc(/C=C/[N+](=O)[O-])cc1	3%	-18	0	-1%	12	0%[46.1 µM]	3%	-12	-6%	-5%
O=C(Oc1ccc(-c2nnco2)cc1)N1CCCCC1	11%	17	1	?	-6	-7%	0%	13	-8%	-4%
CN1C2c3ccccc3C3C4c5ccccc5C(C31)C(C2[N+](=O)[O-])N4C (configuration not stated)	34%[activator]	27	1	5%	-10	9%	-4%	-11	-2%	4%
CCOC(C(=O)OCC(O)CN(CC)CC)(c1ccccc1)c1ccccc1 (configuration not stated)	1%	14	1	?	-6	-6%	0%	19	1%	1%

Additional records.
SMILES	CXXC DNA block	Giardia killer	FBPA coupling cs	Chronic BCR inh	TSHR antag	TCR act	GALK inh	KCNH2 WT inh	AT treatment	Tb PFK inh
Cc1ccc(/C=C2\C(=O)NC(=O)N(CC3CCCO3)C2=O)s1 (configuration not stated)	?	-17	0	7%	4	-1%	0%	-2	-12%	-29%
c1ccc(OCC2CO2)cc1 (configuration not stated)	nt	-5	nt	-4%	-5	5%	nt	-2	9%	-5%
CCN1CCN(C(=O)COc2ccc3c(c2)C(=O)CC2(CCN(C(C)=O)CC2)O3)CC1	7%	-1	-2	?	11	0%	1%	0	-5%	2%
COc1ccc2c(c1OC)CN1CCc3cc4c(cc3[C@H]1C2)OCO4	6%[51.4 µM]	-19	1	7%	-23	0%	nt	nt	-3%	0%
Cc1cccc(C)c1OCC(=O)NNC(=O)CCCn1c(=O)oc2ccccc21	nt	4	nt	?	-7	-2%	nt	-1	-3%	1%
c1cc(C2N3CCCN2CC3)ccn1 (configuration not stated)	1%	-18	0	?	10	-5%	4%	-10	27%	0%
O=c1[nH]c(CN2CCNCC2)nc2ccccc12	-12%	-3	1	?	6	-4%	0%	0	4%	0%
CCC1CCCCN1CC(=O)c1ccc(OC(F)F)cc1 (configuration not stated)	-2%	6	5	?	0	2%[46.1 µM]	0%	3	13%	1%
O=C(Nc1ccc(N2CCOCC2)nc1)c1c(F)cccc1F	12%	11	2	?	3	2%	-2%	12	2%	-1%
c1ccc(Nc2ccc(Nc3ccccc3)cc2)cc1	nt	-3	nt	?	-34	6%	nt	-2	0%	-1%
O=c1c2ccccc2nc(Cc2ccccc2)n1-c1ccccc1	-16%	8	4	-5%	-36	-4%	0%	-1	4%	3%
CCC1CCCCN1P(=O)(c1ccc(C)o1)C(C)(C)C (configuration not stated)	3%	18	0	6%	10	1%	3%	5	-21%	2%
Cc1cc(C(=O)OCC(=O)Nc2ccccc2F)c(C)n1C1CC1	nt	-5	nt	?	-10	-5%	nt	-17	4%	0%
Cc1cccc(NS(=O)(=O)c2ccc(C(=O)N3CCN(c4ccccc4O)CC3)cc2)c1C	4%	16	nt	?	-4	3%	1%	13	12%	-1%
CCOC(=O)c1c(-n2c(C)cc(C=C3C(=O)NC(=O)NC3=O)c2C)sc2c1CCCC2	?	-8	3	-1%	3	2%	-15%	5	14%	0%

Fetched by compound from the entries so far:
SMILES	CXXC DNA block	Giardia killer	FBPA coupling cs	Chronic BCR inh	TSHR antag	TCR act	GALK inh	KCNH2 WT inh	AT treatment	Tb PFK inh
CCOC(=O)c1c(-n2c(C)cc(C=C3C(=O)NC(=O)NC3=O)c2C)sc2c1CCCC2	?	-8	3	-1%	3	2%	-15%	5	14%	0%
c1ccc(OCC2CO2)cc1 (configuration not stated)	nt	-5	nt	-4%	-5	5%	nt	-2	9%	-5%

Structures listed so far that contain a furan ring, fused or not (three):
SMILES	CXXC DNA block	Giardia killer	FBPA coupling cs	Chronic BCR inh	TSHR antag	TCR act	GALK inh	KCNH2 WT inh	AT treatment	Tb PFK inh
Cc1ccc(S(=O)(=O)Cc2ccc(C(=O)N3CCC4(CC3)OCCO4)o2)cc1	5%	17	0	5%	-5	0%	3%	-5	-6%	0%
CCN1C(=O)C(=Cc2ccc(N3CCOCC3)o2)C(=O)N(CC)C1=S	?	17	2	0%	2	10%	6%	-3	-10%	-6%
CCC1CCCCN1P(=O)(c1ccc(C)o1)C(C)(C)C (configuration not stated)	3%	18	0	6%	10	1%	3%	5	-21%	2%

An excerpt (hit frequency here may not be typical).
